# aSyn rescue: qHTS of alpha-syn Inhibitors. Potency, µM (titrated, usually from 46.1 µM), inactives show at the top dose growth rescue (activation), actives largely listed as activators. Yeast expressing alpha-synuclein, growth rescue, BacTiter-Glo, 24 h. 370,000 compounds, 0.14% hits; note: potency is the fitted concentration of half-maximal effect; % of control where 0% means no effect; nearly all actives have a fitted effect of over 65% in size
#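 Screening used galactose-induced yeast with toxic alpha-synuclein levels, exposed to compound for 24 hr at 30 deg C. Cell growth, read with BacTiter-Glo luminescence, gave the measured signal.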
# Abeta rescue: qHTS for compounds that reverse cellular toxicity of Amyloid beta (A-beta) peptide in yeast: Primary Screen; yeast expressing A-beta42, growth rescue, OD600, 48 h; response scale: 0% DMSO, 100% iron-clioquinol control; Potency, µM (series often up to 46.1 µM), without a hit: at the top dose growth rescue, actives largely listed as activators; 410,000 compounds, 0.063% hits; note: potency is the fitted concentration of half-maximal effect; nearly all actives have a fitted effect of over 55% in size
#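 Yeast growth medium received pinned compounds, then yeast cells expressing toxic A-beta were added; plates incubated at 30 C for 48 hr. Growth read as absorbance at 600 nm, normalized to DMSO and equimolar FeCl3 plus clioquinol controls.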
# D3 antag: qHTS of D3 Dopamine Receptor Antagonist: qHTS | D3R cells, DiscoveRx beta-arrestin luminescence, antagonist mode; stronger effect = lower value | max response, negative = inhibition, % | 360,000 compounds, 2.5% hits | AID 652054, 2013; in the data active = max response below about -50%; inconclusive = no clear call, values can overlap the other calls; note: % is set by controls: 0 for no effect and ±100 for the full control effect; mostly tested at two doses, the higher about 12 µM
# Target sequence (P35462 whole entry, looked up): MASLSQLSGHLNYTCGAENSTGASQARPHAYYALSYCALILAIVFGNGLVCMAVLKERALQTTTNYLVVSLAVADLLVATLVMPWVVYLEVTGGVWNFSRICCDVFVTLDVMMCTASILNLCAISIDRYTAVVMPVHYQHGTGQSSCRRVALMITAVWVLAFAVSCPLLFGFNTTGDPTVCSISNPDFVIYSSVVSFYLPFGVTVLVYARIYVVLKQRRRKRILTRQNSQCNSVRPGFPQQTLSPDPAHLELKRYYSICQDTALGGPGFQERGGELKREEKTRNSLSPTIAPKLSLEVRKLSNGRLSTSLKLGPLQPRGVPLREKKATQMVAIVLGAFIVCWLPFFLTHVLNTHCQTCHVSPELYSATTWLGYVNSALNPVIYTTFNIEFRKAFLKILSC
#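 Cells expressing the human receptor were seeded at 1500 cells/well, incubated overnight at 37 degrees C in 5% CO2, then exposed to library compounds with dopamine controls for 90 minutes at 37 degrees C before luminescent detection.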
# pAkt inh: HTS Assay for Inhibitors of Akt Phophorylation: Primary Screen. Neuro2A IGF-stimulated pAkt S473 HTRF, 20 min; stronger effect = lower value. 360,000 compounds, 0.32% hits. activity change, % for hits at 50 µM; in the data active = activity change below about -80%; inconclusive = mostly about -51% to -80%; note: % is set by controls: 0 for no effect and ±100 for the full control effect
#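 Single-point screen (50 µM final compound) in Neuro2A cells stimulated 20 min with 6 nM IGF at 37 deg C. After lysis, Ser473-phosphorylated Akt read by HTRF (ex 330 nm, em 615/665 nm) as the 665/615 ratio.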
# PTHR1 ag: qHTS for PTHR1 Agonists: Primary Screen | Potency, µM (titrated, usually from 115 µM), without a hit: top-dose activation, usual class: activators | Parathyroid hormone/parathyroid hormone-related peptide receptor (Homo sapiens), Q03431 | AID 743266, 2014 | HEK293 GP2 PTHR1 cells, GloSensor cAMP luminescence, 1 h | 410,000 compounds, 0.075% hits; note: potency is the fitted concentration of half-maximal effect; nearly all actives have a fitted effect of over 55% in size; some results filed as inactive show a strong effect at the top dose; inactives centre near -15; many of its hits are not listed in these tables
#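 HEK-293-derived GP2 cells expressing PTHR1 and a GloSensor cAMP reporter, 3,000/well, plated overnight, given luciferin plus IBMX (each 0.5 mM as added) for 1 h at 37 °C, then compound for 1 h at 37 °C. Luminescence was read after 15 min at room temperature.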
# GLP-1R agonist: qHTS of GLP-1 Receptor Agonists | Glucagon-like peptide 1 receptor (Homo sapiens), P43220 | HEK293 GLP-1R CRE-luciferase, luminescence, 4-6 h; cells express a hypersensitive GLP-1R form | Potency, µM (series often up to 45.6 µM), for the others: at the highest dose activation, most hits filed as activators | 380,000 compounds, 0.007% hits; note: potency is the fitted concentration of half-maximal effect; % of control where 0% means no effect
# TDP-43 yeast inh: qHTS of TDP-43 Inhibitors | AID 652104, 2013 | TDP-43 expressing yeast growth rescue, BacTiter-Glo, 24 h | Potency, µM (titrated, usually from 46.1 µM), for inactives: top-dose growth rescue (activation), usual class: activators | 410,000 compounds, 1.8% hits; note: potency is the fitted concentration of half-maximal effect; % of control where 0% means no effect; nearly all actives have a fitted effect of over 50% in size
#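 Yeast cells expressing TDP-43 under galactose induction are exposed to compounds for 24 hr at 30 deg C. BacTiter-Glo luminescence measures growth, so protective compounds score as activators.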
# GLP-1R inv ag: qHTS of GLP-1 Receptor Inverse Agonists (Inhibition Mode); HEK293 GLP-1R CRE-luciferase, luminescence, 24 h; GLP-1R form is constitutively active; Potency, µM (doses to about 38.3 µM), inactives show top-dose activity change, negative = inhibition, most hits filed as inhibitors; 410,000 compounds, 1.6% hits; note: potency is the fitted concentration of half-maximal effect; % is set by controls: 0 for no effect and ±100 for the full control effect; nearly all actives have a fitted effect of over 55% in size
#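 Using stably transfected HEK293 (constitutively active GLP-1R, cAMP-luciferase reporter), compounds were incubated 24 hr and luciferase measured by luminescence.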
# FUS yeast rescue: qHTS for Suppressors of FUS Proteinopathy: Primary screen using FUS-linked yeast assay | 390,000 compounds, 0.24% hits | Potency, µM (top dose mostly 76.6 µM), for inactives: at the highest dose growth rescue (activation), usual class: activators | S. cerevisiae FUS-expressing, growth rescue, OD600, 24 h | AID 1347120, 2019;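 note: potency is the fitted concentration of half-maximal effect; plate controls were DMSO vehicle for no effect and reference control for full effect; nearly all actives have a fitted effect of over 55% in size; some results filed as inactive show a strong effect at the top dose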
#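 Quantitative HTS measuring growth restoration of FUS-toxic yeast. Galactose-induced cells (OD 0.005) were exposed 24hr at 30C to compounds at several concentrations, then absorbance at 600 nm was recorded.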
# An asterisk follows results filed as active; i = inactive; ? = inconclusive; nt = no result given; [ ] = another dose, or the depositor's remark. Unless noted, calls come from the whole dose curve; as a rule, active = well fitted curve in the direction sought with a large enough effect; inconclusive = small, poorly fitted or top-dose-only effect, or another doubt; inactive = no such curve, though single readings can be large; an effect the other way counts as inactive or inconclusive. Only part of the results is shown; count on the stated rates, not on these rows.
no.	SMILES	aSyn rescue	Abeta rescue	D3 antag	pAkt inh	PTHR1 ag	GLP-1R agonist	TDP-43 yeast inh	GLP-1R inv ag	FUS yeast rescue
1	COc1ccccc1Cc1nc2ccccc2nc1SCC(=O)N(C)c1ccc(F)cc1	nt	-12%	nt	nt	-48%[inhibitor]	nt	19%	3%	11%
2	C/C(=N\NC(=O)CN1CCN(S(=O)(=O)c2ccc(C)cc2)CC1)c1cccnc1	2%	-2%	-52*	i	i	-6%	6%	9%	-3%
3	COC(=O)c1sccc1Oc1c(Cl)cccc1[N+](=O)[O-]	2%	-13%	7	i	-28%	10%	20µM*	-9%	5%
4	Cn1nc(C(=O)NC2CCCC2)c2ccccc2c1=O	-8%	-26%	-14	i	-13%	-2%	2%	2%	-6%
5	CC(/C=C/c1ccccc1)=N/NC(=O)CNC(=O)c1ccccc1F	0%	-2%	1	i	i	2%	22%[9.22 µM]	2%[7.66 µM]	7%
6	COCCNC(=O)C1(C)CCCN(Cc2cc(-c3ccccc3)nn2C)C1 (stereo unspecified)	0%	-21%	11	i	-25%	-5%	6%	4%	-20%
7	CC(Nc1ncnc2ccccc12)c1ccccc1 (stereo unspecified)	-2%	-3%	13	i	-47%	18%	-3%	-19%	8%
8	CCOc1ccc(CCNC(=O)c2ccc(OCc3c(C)noc3C)cc2)cc1OCC	-3%	5%	12	i	-41%[inhibitor]	18%	-9%	?	26%
9	CCN1CCn2c3c(c4cc(Br)ccc42)CCCC31 (stereo unspecified)	3%	15%	0	i	-33%[inhibitor]	-26%	-4%	?	10%
10	COc1ccc(N2CCN(C(=O)c3ccc(C)c(NC(=O)c4nsc5ccccc45)c3)CC2)cc1	nt	-9%	nt	nt	i	nt	15%	8%	-7%
11	CC1N(C(=O)N(C)C)CCN1S(=O)(=O)c1ccccc1 (stereo unspecified)	-2%	7%	-4	i	i	5%	0%	2%	-1%
12	NC(=O)CC(NC(=O)Cc1cccc2ccccc12)c1ccc(NCc2ccc(F)cc2)c([N+](=O)[O-])c1 (stereo unspecified)	-8%	-4%	-60*	i	-9%	0%	-1%	1%	4%
13	Cc1cccc(-c2nc3scc(CCNS(=O)(=O)c4ccc(F)cc4C)n3n2)c1	nt	29%	nt	nt	-94%[inhibitor]	nt	?	-28%	?
14	COc1ccc(N2CC(C(=O)Nc3ccc4c(c3)OCCO4)CC2=O)cc1 (stereo unspecified)	3%	8%	3	i	i	0%	-1%	-13%	7%
15	CCc1ccc2occ(CC(=O)Nc3c(C(=O)c4ccc(F)cc4)oc4ccccc34)c2c1	nt	17%	nt	nt	i	nt	2%	12%	-17%

# Some of the entries above, set out differently.
1	COc1ccccc1Cc1nc2ccccc2nc1SCC(=O)N(C)c1ccc(F)cc1
  aSyn rescue: nt | Abeta rescue: -12% | D3 antag: nt | pAkt inh: nt | PTHR1 ag: -48%[inhibitor] | GLP-1R agonist: nt | TDP-43 yeast inh: 19% | GLP-1R inv ag: 3% | FUS yeast rescue: 11%

2	C/C(=N\NC(=O)CN1CCN(S(=O)(=O)c2ccc(C)cc2)CC1)c1cccnc1
  aSyn rescue: 2% | Abeta rescue: -2% | D3 antag: -52* | pAkt inh: i | PTHR1 ag: i | GLP-1R agonist: -6% | TDP-43 yeast inh: 6% | GLP-1R inv ag: 9% | FUS yeast rescue: -3%

3	COC(=O)c1sccc1Oc1c(Cl)cccc1[N+](=O)[O-]
  aSyn rescue: 2% | Abeta rescue: -13% | D3 antag: 7 | pAkt inh: i | PTHR1 ag: -28% | GLP-1R agonist: 10% | TDP-43 yeast inh: 20µM* | GLP-1R inv ag: -9% | FUS yeast rescue: 5%

4	Cn1nc(C(=O)NC2CCCC2)c2ccccc2c1=O
  aSyn rescue: -8% | Abeta rescue: -26% | D3 antag: -14 | pAkt inh: i | PTHR1 ag: -13% | GLP-1R agonist: -2% | TDP-43 yeast inh: 2% | GLP-1R inv ag: 2% | FUS yeast rescue: -6%

# Continuation:
no.	SMILES	aSyn rescue	Abeta rescue	D3 antag	pAkt inh	PTHR1 ag	GLP-1R agonist	TDP-43 yeast inh	GLP-1R inv ag	FUS yeast rescue
16	CC(=O)c1ccc(/C=C/c2nc3ccccc3n2C)o1	5%	-1%	-8	i	-23%	1%	-8%	-4%	23%
17	CC1(C)O[C@@H]2[C@H](O1)[C@@H](COS(=O)(=O)O)O[C@H]2n1c(=S)[nH]c2c(=O)[nH]c(N)nc21	-7%	3%	-18	i	i	-6%	0%	5%	-17%
18	CCCC1CC(=O)NC1(C(=O)OCC)C(=O)OCC (stereo unspecified)	6%	-9%	1	i	-14%	-8%	11%	2%	6%
19	Cc1nn(-c2ccc(F)cc2)c(Cl)c1/C=C/C(=O)N1CCNC(=O)C1	-7%	6%	-4	i	-7%	10%	14%	19%	5%
20	O=C(Nc1ccccc1F)c1ccc(CNS(=O)(=O)c2cccc(C(F)(F)F)c2)cc1	0%	14%	-17	i	i	-1%	20%	5%	-20%
21	O=C(c1ccc2oc(Cc3ccc(Cl)cc3)nc2c1)N1CC[C@H](O)C1	0%	-14%	-7	i	-4%	-3%	0%	1%	3%
22	CN(Cc1cnn(C)c1)Cc1nc(COc2ccccc2)no1	0%	2%	11	i	i	16%	-17%	-2%	1%
23	O=C(CCS(=O)(=O)c1ccc(Br)cc1)NCc1ccco1	3%	-30%	-5	nt	i	-2%	8%	-9%	-15%
24	Cc1cc(C(=O)COC(=O)CCc2nc3ccccc3s2)c(C)n1C	4%	20%	-24	i	-94%[inhibitor]	16%	27%	0%	8%

# Screening results (PubChem BioAssay)
